MITF primary – MITF inhibitors, primary screen, biochemical, AlphaScreen, human. Microphthalmia-associated transcription factor (Homo sapiens), O75030. AlphaScreen MITF homodimerization, bead proximity signal. inhibition, % at 2.6 µM. hit rate 0.91% among 650,000. AID 1259374, 2018; in the data active means inhibition above about 50%;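 further: 0% = vehicle wells with protein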
Target sequence (O75030 whole entry, looked up): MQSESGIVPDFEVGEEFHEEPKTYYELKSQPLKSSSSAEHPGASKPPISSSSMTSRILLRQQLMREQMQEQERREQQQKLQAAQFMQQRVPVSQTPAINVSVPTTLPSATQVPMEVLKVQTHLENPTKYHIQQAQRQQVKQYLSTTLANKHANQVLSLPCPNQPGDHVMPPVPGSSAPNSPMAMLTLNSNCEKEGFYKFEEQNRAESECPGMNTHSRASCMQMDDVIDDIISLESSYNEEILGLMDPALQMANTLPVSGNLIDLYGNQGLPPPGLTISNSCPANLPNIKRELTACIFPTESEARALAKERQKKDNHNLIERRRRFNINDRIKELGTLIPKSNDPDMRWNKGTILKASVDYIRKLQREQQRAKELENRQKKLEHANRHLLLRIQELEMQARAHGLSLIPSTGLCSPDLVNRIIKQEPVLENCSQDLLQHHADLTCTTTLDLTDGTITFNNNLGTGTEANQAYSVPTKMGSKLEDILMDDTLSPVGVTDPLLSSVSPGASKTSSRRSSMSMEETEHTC
FBW7 act – FBW7 E3 ligase activators, primary screen, biochemical, AlphaScreen, human. AlphaScreen FBW7–phospho-cyclin E peptide binding, activator screen. normalized activity (activation), % at 26.1 µM. F-box/WD repeat-containing protein 7 (Homo sapiens), Q969H0. hit rate 0.13% among 650,000; in the data active means normalized activity above about 1.9%;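 further: purified mutant Fbw7 with reduced substrate affinity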
TEAD-YAP block – TEAD-YAP interaction inhibition, primary screen, TEAD-YAP interaction inhibitor project, luminescence, HEK-TIYL cells; TEAD-Gal4/YAP UAS-luciferase luminescence; inhibition, % at 9.12 µM; hit rate 1.4% among 640,000; AID 1259422, 2018; in the data active means inhibition above about 32%;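 further: 0% = median of test compound wells and 100% = reference inhibitor wells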
GPR151 ag – activators of human GPR151, primary screen, cell-based, PathHunter beta-arrestin, luminescence; activation, % at 11.2 µM; G-protein coupled receptor 151 (Homo sapiens), Q8TDV0; PathHunter beta-arrestin GPR151 cells; hit rate 1% among 650,000; in the data active means activation above about 4.9%;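 further: 0% = median of compound wells and 100% = cells with positive control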
Target sequence (Q8TDV0 whole entry, looked up): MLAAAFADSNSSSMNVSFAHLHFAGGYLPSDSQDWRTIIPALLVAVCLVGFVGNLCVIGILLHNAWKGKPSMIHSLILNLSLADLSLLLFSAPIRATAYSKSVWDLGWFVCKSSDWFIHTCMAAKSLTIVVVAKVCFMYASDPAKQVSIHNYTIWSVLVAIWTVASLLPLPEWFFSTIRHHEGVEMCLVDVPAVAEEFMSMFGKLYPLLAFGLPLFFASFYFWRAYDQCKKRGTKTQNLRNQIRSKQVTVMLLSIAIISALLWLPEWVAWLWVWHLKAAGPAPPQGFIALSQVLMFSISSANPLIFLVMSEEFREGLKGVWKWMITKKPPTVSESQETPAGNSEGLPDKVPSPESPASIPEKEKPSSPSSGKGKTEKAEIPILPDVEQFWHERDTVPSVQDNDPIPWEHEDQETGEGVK
* marks the source's active call; other numbers are inactive results.

1: c1ccc(COc2ccc(-c3nc(-c4ccc5sc6ccccc6c5c4)c(-c4ccccc4)[nH]3)cc2)cc1
2: CCOc1ccc(NC(=O)CC23CC4CC(CC(C4)C2)C3)cc1
3: COCCCNC(=O)c1cc2c(Cl)nc3ccccc3c2s1
4: Cc1cccc(NC2CC(=O)N(c3cccc(C)c3C)C2=O)c1C (centres undefined)
5: COc1cc(C#N)ccc1OCC(=O)NC(C)c1ccccc1 (centres undefined)
6: Cc1ccc(S(=O)(=O)Nc2ccc3oc4c(c3c2)CC(C(C)(C)C)CC4)c(C)c1 (centres undefined)
7: CC(C)CCNC(=O)c1ccc2c(c1)N(Cc1ccccc1F)C(=O)CS2
8: O=C(Nc1c2c(nn1-c1ccccc1)CCC2)c1ccccc1Cl
assay / entry | 1 | 2 | 3 | 4 | 5 | 6 | 7 | 8
MITF primary | 4 | 8 | 13 | 17 | 16 | 2 | -6 | 10
FBW7 act | -0.1 | 0.4 | 0.1 | 0.1 | -0.1 | 0.2 | -0.1 | 0.1
TEAD-YAP block | 10 | 5 | -1 | 0 | -1 | 5 | 6 | 2
GPR151 ag | 0.0 | -0.6 | 1.1 | -1.3 | -0.3 | 0.1 | 2.5 | 3.2

Next section (4 carried over from the part before).
5: COc1cc(C#N)ccc1OCC(=O)NC(C)c1ccccc1 (centres undefined)
6: Cc1ccc(S(=O)(=O)Nc2ccc3oc4c(c3c2)CC(C(C)(C)C)CC4)c(C)c1 (centres undefined)
7: CC(C)CCNC(=O)c1ccc2c(c1)N(Cc1ccccc1F)C(=O)CS2
8: O=C(Nc1c2c(nn1-c1ccccc1)CCC2)c1ccccc1Cl
9: O=C1C(Cc2c[nH]c3ccccc23)N=C2c3ccccc3N=C(SCc3ccc([N+](=O)[O-])cc3)N12 (centres undefined)
10: Cc1ccc(C=Nc2ccccc2C(N)=O)cc1
11: Cn1c(=O)cc(NCCCN2CCOCC2)n(Cc2ccccc2)c1=O
12: COc1ccc(OC)c(NC(=O)COC(=O)C2CCC(C(C)(C)C)CC2)c1 (centres undefined)
13: CCOc1ccc(CN2CCSCC2)cc1
14: N#CCCN(CCN(CCC#N)C(=O)NC1CCCCC1)C(=O)NC1CCCCC1
15: Cc1cc(C)c2sc(NC(=O)c3c(F)cccc3F)nc2c1
16: N#Cc1nc(Cc2ccccc2)oc1NCCc1ccccc1
assay / entry | 5 | 6 | 7 | 8 | 9 | 10 | 11 | 12 | 13 | 14 | 15 | 16
MITF primary | 16 | 2 | -6 | 10 | -3 | -1 | -16 | -1 | 22 | 1 | -3 | 18
FBW7 act | -0.1 | 0.2 | -0.1 | 0.1 | -0.3 | 0.0 | 0.2 | 0.1 | -0.1 | -0.1 | 0.1 | 0.7
TEAD-YAP block | -1 | 5 | 6 | 2 | -12 | 11 | -2 | 3 | 3 | 7 | -23 | -50
GPR151 ag | -0.3 | 0.1 | 2.5 | 3.2 | -2.0 | -1.0 | 1.2 | -0.9 | -0.8 | -0.4 | -0.2 | -1.4

17: CC1=C(C(=O)OCCOC(C)C)C(c2ccc(C)o2)C2=C(CCCC2=O)N1 (centres undefined)
18: Cc1cc(=O)n2ncn(CC(C)C)c2n1
19: Cc1ccc(C)c(NC(=S)N(CCCN2CCCCCC2)Cc2cccs2)c1
20: COc1cccc(CN2CCN(C3c4ccccc4-c4ccccc43)CC2)c1
21: CC(C)(C)OC(=O)NNC1=CC(=O)CC(c2ccccc2)C1 (centres undefined)
22: CCOc1ccc2nc(SCc3ccc4c(c3)OCO4)sc2c1
23: C=CCN1C(=O)/C(=C\c2ccc(-c3ccc(Br)cc3)o2)SC1=Nc1ccccc1
24: CCN1CCc2c(sc(NC(=O)c3c(F)cccc3F)c2C(N)=O)C1
assay / entry | 17 | 18 | 19 | 20 | 21 | 22 | 23 | 24
MITF primary | 9 | 11 | -9 | 5 | 9 | -9 | -4 | 2
FBW7 act | 0.1 | 0.8 | 0.0 | -0.1 | 0.0 | 0.1 | 0.0 | -0.1
TEAD-YAP block | 11 | 2 | -2 | -3 | -8 | -3 | 4 | -6
GPR151 ag | 0.6 | -0.4 | -0.6 | -1.0 | -0.7 | -1.5 | -0.3 | 2.0

25: COc1ccc(S(=O)(=O)Nc2ccc(C)c(N3CCCC3=O)c2)cc1C
26: Cc1ccc(NC(=O)C23CC4CC(CC(C4)C2)C3)nc1
27: CCN(CC)c1nc(-c2ccccc2F)nc2ccccc12
28: O=C(c1cccnc1)N1CCCN(S(=O)(=O)c2cccc3cnccc23)CC1
29: COc1ccc(NC(=O)c2sc3ncnc(N4CCc5ccccc5C4)c3c2C)cc1Cl
30: CCOC(=O)c1ccccc1NC(=O)Cc1ccccc1[N+](=O)[O-]
31: COc1cc(Cl)c(C)cc1NC(=O)c1cnc(N2CCN(c3ccccn3)CC2)c2ccccc12
32: CNc1oc(-c2ccc(OC)cc2)nc1C#N
assay / entry | 25 | 26 | 27 | 28 | 29 | 30 | 31 | 32
MITF primary | -6 | -4 | -2 | 3 | -4 | 3 | -8 | 25
FBW7 act | 0.0 | -0.2 | -0.1 | 0.2 | 0.0 | 0.8 | 0.1 | 0.1
TEAD-YAP block | 12 | 7 | -6 | -9 | -9 | 3 | 12 | -42
GPR151 ag | 0.4 | 1.5 | -0.5 | -0.8 | -0.8 | 1.1 | -0.7 | -1.9

33: COCCN(CCOC)C(=O)c1cc2c(=O)n3ccccc3nc2n1C
34: Cc1cc(C(=O)Nc2ccc3nn(-c4cccc(Cl)c4)nc3c2)ccc1[N+](=O)[O-]
35: COC(=O)c1sc2nc(-c3cccs3)cc(-c3ccc(F)cc3)c2c1N
36: CCc1nc(N2CCCC(C(N)=O)C2)c2nnn(Cc3ccccc3Cl)c2n1 (centres undefined)
37: C=CCc1cc(Cl)ccc1OCCOCCNCCOC
38: CCN(CC)C(=O)C1CCCN(c2nc(NCCO)c3ncn(-c4ccsc4)c3n2)C1 (centres undefined)
39: CCCOc1ccc(-c2ccc(-c3noc(-c4cc(-c5ccncc5)nc5ccccc45)n3)cc2)cc1
40: Cn1c(=O)c2c(nc(N3CCOCC3)n2CCCNC2=NCCC2)n(C)c1=O
assay / entry | 33 | 34 | 35 | 36 | 37 | 38 | 39 | 40
MITF primary | 2 | -16 | -3 | 4 | 56* | 7 | 1 | -1
FBW7 act | 0.3 | 0.1 | 0.2 | 0.7 | 0.2 | 0.0 | 0.0 | -0.1
TEAD-YAP block | 11 | -3 | -2 | 1 | 3 | 11 | 2 | -4
GPR151 ag | -0.1 | -0.8 | -1.7 | 2.0 | 1.1 | -0.9 | 0.2 | 0.5

41: COC(=O)C1=C(C(=O)OC)SC(=C2C(=S)C(C)(C)N(C(=O)C(C)N3C(=O)c4ccccc4C3=O)c3ccc(OC)cc32)S1 (centres undefined)
42: COCCOC(=O)c1c(C)oc2ccc(OCc3ccc([N+](=O)[O-])cc3)cc12
43: Cc1ncc(-c2ccc(F)cc2)c(C2CCCN(Cc3ccco3)C2)n1 (centres undefined)
44: CNC(=O)CN1C(=O)NC(C)(c2cccc(Br)c2)C1=O (centres undefined)
45: COc1ccc(C)cc1S(=O)(=O)Nc1cccc(Cl)c1C
46: COc1cc(Nc2ccnc(Nc3ncccn3)n2)cc(OC)c1OC
47: O=C(CSc1nnc2n(Cc3ccccc3Cl)c3ccccc3n12)N1CCOCC1
48: Cn1c(=O)c2c(nc3n(-c4ccc(Oc5ccccc5)cc4)c(-c4ccc(Br)cc4)cn23)n(C)c1=O
assay / entry | 41 | 42 | 43 | 44 | 45 | 46 | 47 | 48
MITF primary | 16 | 14 | 5 | 5 | 3 | -11 | 29 | 2
FBW7 act | -0.1 | -0.1 | 0.0 | -0.1 | 0.3 | -0.1 | 0.2 | -0.2
TEAD-YAP block | -6 | 0 | -3 | 2 | -11 | 3 | 11 | 4
GPR151 ag | 1.2 | 0.5 | 0.1 | -1.1 | 3.7 | 0.2 | -0.4 | 0.0

49: NNC(=O)c1ccc(OCc2ccc(Cl)cc2)cc1
50: CCOC(=O)c1c(NC(=O)c2ccccc2Oc2ccccc2)sc(C)c1C
51: CCN(CC)C(=O)C1CCCN(Cc2cccc(OC)c2)C1 (centres undefined)
52: O=C1CCC(C(=O)NCc2nnc3n2CCN(Cc2ccc(C(F)(F)F)cc2)CC3)N1 (centres undefined)
53: N#Cc1ccc(NC(=O)CNCCN2CCOCC2)cc1
54: CC(=O)Nc1ccc(OC2OC3COC(C)(C)OC3C(O)C2NC(C)=O)cc1 (centres undefined)
55: CCOC(=O)c1c(-c2ccccc2)oc2ccc(OC(=O)CC)cc12
56: CC(=O)c1c(C)[n+]([O-])c2ccc3c(non3O)c12
assay / entry | 49 | 50 | 51 | 52 | 53 | 54 | 55 | 56
MITF primary | -7 | 14 | 56* | 10 | -31 | 13 | 11 | 3
FBW7 act | 0.0 | 0.2 | 0.1 | -0.1 | 1.0 | 0.0 | 0.2 | 0.1
TEAD-YAP block | -1 | 11 | 0 | 8 | 0 | 3 | 1 | -2
GPR151 ag | -1.0 | -2.0 | 1.3 | 0.7 | 0.1 | 0.2 | 0.2 | -0.5

57: COc1ccc(CN(C)C(=O)Cn2ccsc2=N)cc1OC
58: COc1ccc(C2(C(=O)NCc3nc(-c4ccc(C)cc4)n[nH]3)CC2)cc1
59: CCCN(C(=O)CC(C)C)c1nnc(-c2ccc(OC)cc2)s1
60: O=C(CCC(F)(F)F)NCC1CCC2(CCN(CCCc3ccccc3)CC2)O1 (centres undefined)
61: COc1cccc(C(=O)N(CC(C)C)c2nnc(-c3cccnc3)s2)c1OC
62: CCCS(=O)(=O)Nc1cccc(-c2cn3ccsc3n2)c1
63: CC(=Nc1ccc(N)cc1)C1=C(O)CC(C)(C)CC1=O
64: COc1ccccc1C(=O)NCC(=O)N/N=C/c1ccc([N+](=O)[O-])cc1
assay / entry | 57 | 58 | 59 | 60 | 61 | 62 | 63 | 64
MITF primary | 4 | 19 | -2 | -16 | 4 | -5 | 25 | 18
FBW7 act | 1.0 | 0.4 | -0.2 | 0.0 | 0.1 | -0.1 | -0.6 | 0.0
TEAD-YAP block | 8 | 4 | -17 | -1 | -37 | 1 | 7 | -5
GPR151 ag | 0.1 | -0.7 | 2.4 | -1.4 | 0.4 | 2.2 | -1.0 | 1.3

65: CCOC(=O)C1=C(c2ccccc2)NC(=O)NC1c1cc(Br)c(O)c(OC)c1 (centres undefined)
66: O=C(O)C1C2C=CC(O2)C1C(=O)Nc1ccc(Oc2ccc(Cl)cc2)cc1 (centres undefined)
67: Cc1cccc(OCC(=O)NCC(=O)N/N=C/c2cn[nH]c2-c2ccccc2)c1
68: Cc1[nH][nH]c(=O)c1C(c1ccc(-c2cc([N+](=O)[O-])ccc2Cl)o1)c1c(C)[nH][nH]c1=O
69: O=C(Cn1cc(C(=S)N2CCOCC2)c2ccccc21)N1CCOCC1
70: O=C(CN1CCCc2ccccc21)NNC(=O)Nc1ccc(Cl)cc1
71: CCOC(=O)c1ccc(N2C(=O)CC(Nc3ccc(N(C)C)cc3)C2=O)cc1 (centres undefined)
72: C/C(=C/c1ccccc1)C(=O)N1CC(C)OC(C)C1 (centres undefined)
assay / entry | 65 | 66 | 67 | 68 | 69 | 70 | 71 | 72
MITF primary | 5 | -5 | 8 | 11 | -2 | 9 | 6 | 8
FBW7 act | 0.1 | 0.1 | 0.2 | -0.3 | 0.1 | 0.0 | -0.2 | -0.1
TEAD-YAP block | 1 | 4 | 12 | 1 | -6 | 7 | 11 | -2
GPR151 ag | 0.7 | 0.0 | 1.2 | 0.7 | -1.6 | -0.4 | -0.1 | 1.2

73: CCC(C)(C)NC(=O)CN(C(=O)c1csnn1)c1cccc(F)c1
74: CC1(C)CC(NC(=O)CCCCC(=O)NC2CC(C)(C)NC(C)(C)C2)CC(C)(C)N1
75: O=c1c(-c2cccs2)[n+]([O-])c2ccccc2n1O
76: COC(=O)[C@@H](NC(=O)CCc1nnc(Cc2cccc(C(F)(F)F)c2)o1)C(C)C
77: S=C(Nc1ccccc1Cl)N(CCCN1CCOCC1)Cc1ccccn1
78: C=CCNC(=S)Nc1n[nH]c2nc(C)cc(C)c12
79: O=C(CCn1nnc2ccccc2c1=O)N1CCC(O)(c2cccc(C(F)(F)F)c2)CC1
80: Cc1c(Cl)c([N+](=O)[O-])nn1CC(=O)Nc1cc(-c2ccc(Cl)cc2)nn1C
81: Cc1c(C(=O)NC(C)C)sc2ncnc(N3CCc4ccccc4C3)c12
82: Cc1ccc2c(c1)cc(CN(C1CCCC1)S(=O)(=O)c1ccccc1)c1nnnn12
83: O=C(c1cc(=O)c2ccccc2o1)N1CCN(c2ncccn2)CC1
assay / entry | 73 | 74 | 75 | 76 | 77 | 78 | 79 | 80 | 81 | 82 | 83
MITF primary | 6 | -7 | 8 | 8 | 0 | 1 | 10 | 12 | -4 | -13 | 10
FBW7 act | 0.1 | 0.1 | 0.1 | 0.4 | -0.1 | 0.1 | 0.1 | 0.0 | -0.2 | -0.2 | 0.2
TEAD-YAP block | 1 | -19 | 1 | -56 | -3 | 0 | 9 | 27 | 6 | 2 | 4
GPR151 ag | 0.3 | -0.3 | -1.0 | -3.7 | 0.7 | 1.0 | -0.5 | -0.7 | 1.5 | -0.4 | -0.1

Screening data as filed in PubChem.
